H9c2 TAG inh: inhibitors of triacylglycerol accumulation; H9c2 cells, Nile Red lipid (TAG) fluorescence; cells loaded with 200 µM oleic acid; inhibition, % at 12.5 µM; hit rate 0.66% among 230,000; AID 651582;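 active means pattern-corrected inhibition of lipid staining of at least 50% with the nuclear-stain viability signal not falling by more than 50%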;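 further: 0% = DMSO wells and 100% = triacsin C control wells; some results filed as inactive read as strong as hits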
H9c2 TAG inh DAPI viability: recorded beside H9c2 TAG inh, whose call it bears; DAPI nuclei signal change (viability), lower = more cytotoxic, %;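 whole-well DAPI fluorescence read on a plate reader as a viability signal; minus 50 percent equals half of cells still viable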
* hit, by the source's call.

Values run as follows: H9c2 TAG inh	H9c2 TAG inh DAPI viability
- COC(=O)C1=C(N)N(c2ccc(F)cc2)C2=C(C(=O)CCC2)C1c1ccc2c(c1)OCO2 (stereo not given)
 : -12	0
- OCCC1CN(Cc2cc3c(cc2Cl)OCO3)CCN1C1CCCCC1 (stereo not given)
 : 4	-5
- CN(C)C(=O)c1ccc(NC(=O)COC(=O)C2(c3ccccc3)CCCC2)cc1
 : -6	6
- O=C(COC(=O)CC1CC2CCC1C2)NCc1ccc(Cl)cc1 (stereo not given)
 : -6	5
- Cc1cccc(C(CC(=O)NCc2ccco2)c2ccccc2)c1O (stereo not given)
 : -15	-4
- CN(CC(=O)NCc1ccco1)CC(=O)Nc1c(Cl)cccc1Cl
 : 7	-1
- O=c1[nH]c(CSc2nnnn2-c2ccccc2)nc2ccccc12
 : 9	5
- CC1(C)CC(=O)C=C(NCc2cccnc2)C1
 : -1	10
- Cc1noc(C)c1NC(=O)Nc1ccc2c(c1)C(=O)N([C@H](C)CO)C[C@H](C)[C@H](CN(C)C)O2
 : 9	-5
- COc1ccc(S(=O)(=O)Nc2ccc(C)c(S(=O)(=O)N3CCOCC3)c2)cc1[N+](=O)[O-]
 : 3	0
- CCCN1CCN(S(=O)(=O)c2ccc3c(c2)NC(=O)C(C)C(=O)N3)CC1 (stereo not given)
 : -3	-12
- CC(Oc1ccccc1)C(=O)NC1CC(C)(C)NC(C)(C)C1 (stereo not given)
 : 29	-10
- COc1ccc(CNC(=O)C[C@@H]2C[C@H]3c4cc(NC(=O)NC5CCCC5)ccc4O[C@H]3[C@H](CO)O2)cc1
 : 7	-7
- O=C(CCC(=O)N1CCOCC1)NCCc1ccccc1
 : -7	-4
- CS(=O)(=O)N(CC(=O)NCc1ccncc1)C1CCCCC1
 : 9	-5
- Cc1cc(O)c(NC(=O)c2cccc([N+](=O)[O-])c2)cc1C
 : 17	-8
- Cc1cccc(NC(=O)CSCC(=O)N(C)Cc2c(F)cccc2Cl)c1
 : -24	13
- CCN(CC)C(=O)c1sc2nc(-c3ccc(OC)cc3)cn2c1C
 : 7	-3
- COCCCNC(=O)CSC1=Nc2ccccc2C2=NC(CC(=O)NCc3ccccc3)C(=O)N12 (stereo not given)
 : -24	9
- CC(C)(C)NC(=O)N1CCN(S(=O)(=O)c2ccc3c(c2)CCC3)CC1
 : -7	9
- Cc1nn(-c2ccccc2)c(Cl)c1C(=O)NNC(=O)c1ccccc1O
 : -20	-8
- COc1ccc(C(=O)c2ccccc2Cl)cc1OC
 : -4	-6
- COc1ccc(NC(=O)C(=O)NCC(=O)Nc2cccc(C(F)(F)F)c2)cc1
 : 4	-3
- CCC(C)(O)c1[nH]c2ccc(C(=O)OC)cc2c1C (stereo not given)
 : -23	-10
- CN(C(=O)CSc1nc(O)cc(=O)n1C1CCCC1)c1ccccc1
 : -5	6
- Cc1ccc(C(C)NC(=O)c2cccnc2)cc1 (stereo not given)
 : -3	5
- CC1CC1C(=O)OCC(=O)NNC(=O)c1ccc([N+](=O)[O-])cc1 (stereo not given)
 : 7	5
- COc1cc(CC(NC(C)=O)C(=O)NC2CCN(C(=O)C3CC3)CC2)cc(OC)c1 (stereo not given)
 : 2	-4
- CCOP(=O)(OCC)C(Nc1ccc([N+](=O)[O-])cc1)c1ccc(Cl)cc1 (stereo not given)
 : 9	1
- COc1ccc(OCC(=O)Nc2ccc(S(=O)(=O)Nc3cc(C)nc(C)n3)cc2)cc1
 : 1	5
- O=[N+]([O-])c1nc2ccccc2[nH]1
 : -5	6
- COc1ccc(C(=O)Nc2ccc(NS(=O)(=O)c3ccccc3)cc2)cc1OC
 : -1	-3
- Cc1nnc2c(-c3ccccc3)nc3ccccc3n12
 : 13	-6
- CCN(CC(=O)NCc1cccs1)C(=O)COc1cccc(C(F)(F)F)c1
 : 3	-7
- CC(=O)Nc1ccc(CNc2nc(NC(C)C)nc3ccsc23)cc1
 : 9	-7
- O=C(CN1CCN(C(=O)c2ccco2)CC1)Nc1ccccc1-c1ccccc1
 : -10	2
- N=C1/C(=C/c2cccs2)C(=O)N=C2SN=C(SCc3ccccc3)N12
 : -10	-1
- CCCN1C(=O)S/C(=C\c2ccc(N3CCOCC3)o2)C1=O
 : -25	2
- CCn1c(C)nnc1SCC(=O)Nc1cccc(Cl)c1
 : 2	-11
- Cc1nnc(Nc2ccc(C(=O)N3CCOCC3)cc2)c2ccccc12
 : 3	4
- CC1(C)CC(=O)c2sc(NC(=O)c3ccco3)nc2C1
 : -2	112
- O=C(Nc1ccc2c(c1)C(=O)N(CC1CCCO1)C2=O)c1cccc(Br)c1 (stereo not given)
 : 7	8
- COc1ccc(C2CC(=O)CCN2S(=O)(=O)c2ccc(C)cc2)cc1 (stereo not given)
 : -5	5
- COc1ccccc1S(=O)(=O)Cc1ccc(C(=O)N2CCN(c3ccc(C)cc3)C(C)C2)o1 (stereo not given)
 : 6	1
- Cc1cc2c(c(=O)n1CCN(C)C)C(c1ccccc1Br)C(C#N)=C(N)O2 (stereo not given)
 : 0	-1
- COc1ccc(C(=O)N/C(=C\c2ccc(Cl)cc2)C(=O)NCc2ccncc2)cc1
 : 0	-6
- Cc1cc2nc(-c3ccco3)cc(C(F)(F)F)n2n1
 : 9	1
- O=C(COC(=O)c1cc(=O)[nH]c2ccccc12)Nc1ccc(F)cc1F
 : -2	-1
- CCSc1nc2c(c(=O)[nH]c(=O)n2C)n1Cc1ccc(Cl)cc1
 : -90	-1
- O=C(CCN1CCN(CCO)CC1)Nc1ccc(C2CCCC2)cc1
 : -1	-2
- COc1ccc(-c2ccn(-c3cccc(F)n3)n2)cc1
 : 2	-16
- CCN1C(=O)[C@H]2[C@@H](c3ccc(-c4ccc(Cl)c(Cl)c4)cc3)N[C@@](Cc3ccccc3)(C(=O)OC)[C@H]2C1=O
 : 29	-14
- Cc1noc(C)c1NC(=O)N(C)C[C@H]1Oc2ccc(NC(=O)Nc3ccccc3)cc2C(=O)N([C@H](C)CO)C[C@@H]1C
 : 14	-9
- O=C(Cc1cccc([N+](=O)[O-])c1)Nc1cccc(C(=O)N2CCCC2)c1
 : 9	2
- C/C(=N\Nc1ccccc1[N+](=O)[O-])c1ccccc1O
 : 12	4
- CC(NC(=O)c1cc(COc2ccc3ncccc3c2)on1)c1ccc(F)cc1 (stereo not given)
 : -4	-11
- Cc1ccc(S(=O)(=O)NCC(=O)N(CC(=O)NCC2CCCO2)C2CCCC2)cc1 (stereo not given)
 : -3	-7
- O=C(CN1C(=O)CCS(=O)(=O)c2ccccc21)NCc1ccccc1
 : 14	-5
- O=C(COC(=O)c1cc([N+](=O)[O-])ccc1N1CCOCC1)c1ccc(F)cc1
 : -10	7
- COc1ccc(C(=O)NC(Cc2ccc(OC(=O)c3ccc(OC)cc3)cc2)C(=O)O)cc1 (stereo not given)
 : 3	1

The list goes on.
Values run as follows: H9c2 TAG inh	H9c2 TAG inh DAPI viability
- CCCCN(C(=O)c1ccc(S(=O)(=O)N2CCCCC2)cc1)C1CCS(=O)(=O)C1 (stereo not given)
 : 15	-6
- Cc1cc(Cl)ccc1NC(=S)Nc1ccccn1
 : -19	-1
- CCOC(=O)CN1C(=O)C(O)(CC(=O)c2ccco2)c2ccccc21 (stereo not given)
 : 3	-13
- Cc1cc(C)c2cc(CN(CCCN(C)C)C(=S)NCc3ccccc3)c(=O)[nH]c2c1
 : 10	8
- CC1CCCN(C(=O)COC(=O)Cn2cnc3ccccc32)C1 (stereo not given)
 : -11	4
- COc1ccccc1Nc1nc2ccccc2[nH]1
 : 1	0
- CCc1nnc(NC(=O)c2cc(-c3ccccn3)nc3ccccc23)s1
 : 0	8
- CCOC(=O)c1c(C)[nH]c(C(=O)COC(=O)CCS(=O)(=O)c2ccc(C)cc2)c1C
 : 13	-10
- CC(C(=O)N1CCc2ccccc21)n1cnc2c1c(=O)n(C)c(=O)n2C (stereo not given)
 : -9	2
- CCN(CCn1cccn1)Cc1ccccc1OCC(O)CN1CCc2ccccc2C1 (stereo not given)
 : -2	11
- Cc1cc(=O)oc2ccc(OCC(=O)O)cc12
 : -1	2
- Cc1cc(C)c(OCC(=O)OCC(=O)NC2CCC(C)CC2)c(C)c1 (stereo not given)
 : -1	-3
- N#C/C=C1\n2c(nc3ccccc32)OC12CCCCC2
 : -12	23
- COc1ccc(C(=O)O/N=C(\C)c2ccccc2)cc1
 : -9	-8
- O=C(N/N=C/c1ccccc1Br)C1CC1
 : -13	5
- Cc1nn(Cc2ccc(F)cc2)c2sc(C(=O)Nc3ccc(N4CCOCC4)cc3N3CCOCC3)cc12
 : 21	-10
- Cc1ccnc(NC(=O)c2oc3ccccc3c2C)c1
 : -5	-4
- COc1cccc2cc(C(=O)N3CCN(C/C=C/c4ccccc4)CC3)c(=O)oc12
 : 1	-6
- Cc1cccc(N2C(=NC(=O)c3ccccc3)SC3CS(=O)(=O)CC32)c1 (stereo not given)
 : 14	-1
- CCCC1=NN2C(=N)/C(=C\c3cc(C)n(Cc4ccccc4)c3C)C(=O)N=C2S1
 : 3	-3
- C=CCN1C(=O)C(O)(CC(=O)c2ccco2)c2cc(Br)ccc21 (stereo not given)
 : 26	-36
- Cc1cc(C)c2[nH]c3nc(SCC(=O)O)nnc3c2c1
 : 14	-13
- C=CCn1c(-c2sccc2C)n[nH]c1=S
 : 5	2
- CSC[C@H]1CN(c2ccc(Br)cc2)C(=O)[C@@H]1CC(=O)Nc1ccc(Br)cc1
 : -2	2
- Cc1ccc(S(=O)(=O)NC(=O)Nc2cc(C(C)(C)C)on2)cc1
 : 4	2
- CN(C)CCCN(C(=O)C1COc2ccccc2O1)c1nc2ccc(F)cc2s1 (stereo not given)
 : 21	-12
- COc1cc(/C=C/C(=O)OCC(=O)N2CCCC2)ccc1OCC#N
 : -30	-4
- CN=c1scc(C)n1/N=C/c1cc(Br)c(O)c(OC)c1
 : -2	2
- CS(=O)(=O)CC(=O)Nc1ccc2nc3n(c(=O)c2c1)CCCCC3
 : 6	2
- COc1ccccc1NC(=O)C(C)OC(=O)C1CCN(S(=O)(=O)c2ccccc2C(F)(F)F)CC1 (stereo not given)
 : -4	-3

In the list so far, these have an aryl thioether with sulfur outside any ring.
Values run as follows: H9c2 TAG inh	H9c2 TAG inh DAPI viability
- O=c1[nH]c(CSc2nnnn2-c2ccccc2)nc2ccccc12
 : 9	5
- CN(C(=O)CSc1nc(O)cc(=O)n1C1CCCC1)c1ccccc1
 : -5	6
- CCn1c(C)nnc1SCC(=O)Nc1cccc(Cl)c1
 : 2	-11
- CCSc1nc2c(c(=O)[nH]c(=O)n2C)n1Cc1ccc(Cl)cc1
 : -90	-1
- Cc1cc(C)c2[nH]c3nc(SCC(=O)O)nnc3c2c1
 : 14	-13

Next section.
Values run as follows: H9c2 TAG inh	H9c2 TAG inh DAPI viability
- OCCC1CN(Cc2cc(F)ccc2-n2cccn2)CCN1C1CCCC1 (stereo not given)
 : 7	-8
- Cc1ccc(OCC(=O)N/N=C2\CC(=O)CC(C)(C)C2)c(Br)c1
 : 15	-9
- Cc1ccccc1NC(=O)CCN1CCN(Cc2ccccc2)CC1
 : 16	-13
- Cc1oc2ccc(OCc3ccc(F)cc3)cc2c1C(=O)O
 : 1	4
- CC(=O)Nc1ccc(/C(C)=N/NC(=O)c2ccc(CN3CCOCC3)cc2)cc1
 : 2	-8
- COc1ccc(NC2=NCC(=O)N2c2ccccc2F)cc1
 : 2	-5
- CSc1ccc(CNc2ncc(-c3cccc([N+](=O)[O-])c3)n2C)cc1
 : -8	3
- O=C(NCC1CCCO1)c1ccc(S(=O)(=O)N2CCCCC2)cc1 (stereo not given)
 : 0	-9
- CCn1c(SCC(=O)Nc2nccs2)nnc1-c1ccc(S(=O)(=O)N2CCCCCC2)cc1
 : 10	-2
- Cc1c(Br)c([N+](=O)[O-])nn1CC(=O)c1ccccc1
 : -1	-6
- Cc1ccc(-c2cc(C(=O)O)c3cc(Br)ccc3n2)o1
 : 0	-5
- COc1ccc(C)cc1NC(=O)C(OC(=O)C1CC1)c1ccccc1 (stereo not given)
 : -27	2
- Cc1ccc(-c2csc(N3CCC(C(N)=O)CC3)n2)cc1
 : -11	6
- Cc1ccc(C)n1-c1sc2c(c1C#N)CCC(C)C2 (stereo not given)
 : -10	0
- CCSc1nsc(SCC)c1C(N)=O
 : -7	2

3 compounds from above, ordered by length of the SMILES, ascending:
Values run as follows: H9c2 TAG inh	H9c2 TAG inh DAPI viability
- CCSc1nsc(SCC)c1C(N)=O
 : -7	2
- N#C/C=C1\n2c(nc3ccccc32)OC12CCCCC2
 : -12	23
- CCN(CC(=O)NCc1cccs1)C(=O)COc1cccc(C(F)(F)F)c1
 : 3	-7

Continuation.
Values run as follows: H9c2 TAG inh	H9c2 TAG inh DAPI viability
- O=C1/C(=C\c2ccco2)SC(=S)N1C1CCS(=O)(=O)C1 (stereo not given)
 : -13	20
- O=C(O)Cn1c(-c2ccccc2)cc2ccccc21
 : 4	-7
- C=CCOc1ccccc1CN1CCC(Oc2ccc(C(=O)N3CCCCC3)cc2)CC1
 : 16	-1
- COc1cc(O)c(C(C)=O)cc1OC
 : -8	-3
- CCOc1ccc(NC(=O)CSc2nnc(COc3c(C)cccc3C)o2)cc1
 : -9	0
- CCN1CCN(C(=S)Nc2cccc(Cl)c2)CC1
 : -9	1
- CC(C)NCc1nnc(-c2ccccc2Cl)o1
 : -3	4
- C/C=C/C(=O)Nc1cccc(C2=NOC3(C2)C[C@@H](C(N)=O)N(C(=O)C(c2ccccc2)c2ccccc2)C3)c1 (stereo not given in full)
 : 6	5
- Cc1ccc(S(=O)(=O)Nc2cccc3c2O[C@@H](CN(C)C(=O)Nc2ccc4c(c2)OCO4)[C@H](C)CN([C@@H](C)CO)C3=O)cc1
 : -1	-2
- Nc1nc(C(=O)N2CCOCC2)nn1S(=O)(=O)c1ccc(Cl)cc1
 : 12	11
- COc1ccccc1C(=O)NNC(=O)c1csc(N2CCOCC2)n1
 : 8	3
- CC1CCCC(C)N1C(=O)COC(=O)c1cccs1 (stereo not given)
 : -16	4

High-throughput results (PubChem BioAssay)

These rows are one share of the data. The share of hits here may be higher or lower than overall.
